tuberculosis growth – growth inhibition of non-replicating M. tuberculosis (AID 488890); Mycobacterium tuberculosis non-replicating, growth inhibition; higher % means a stronger effect; inhibition, % at 25 µM; hits with a dose series show IC50 in µM; hit rate 0.39% among 320,000; in the data active means a potency from the dose series; inconclusive means inhibition mostly from about 82% at the one dose, without a potency; inactive means the rest, 99 in 100 with inhibition below about 76%;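 further: plate controls were DMSO cells for no effect and high antibiotic wells for full effect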
Salmonella PhoP GFP – PhoP regulon inhibitors, Salmonella typhi PhoP promoter GFP reporter, confirmatory (AID 1850); hit rate 0.33% among 310,000; inhibition, % at 50 µM, or IC50 in µM where a hit was titrated; Salmonella Typhi PhoP-promoter GFP reporter, fluorescence, 4 h; higher % means a stronger effect; in the data active means a potency from the dose series; inconclusive means inhibition mostly from about 25% at the one dose, without a potency; inactive means the rest, 99 in 100 with inhibition below about 19%;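 further: 0% = induced wells with vehicle and 100% = uninduced wells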
influenza NS1A – H1N1 influenza NS1A inhibitors, functional cell based assay (AID 504329) | hit rate 0.3% among 340,000 | NS1A functional cell-based assay, percent inhibition; higher % means a stronger effect | one-dose inhibition, % at 12.5 µM; IC50 in µM for titrated hits; in the data active means a potency from the dose series; inconclusive means inhibition above about 27% without an active follow-up result; further: strong numbers were not always called active
inhibitors of VEEV – inhibitors of VEEV TC-83 cytopathic effect, confirmation, Vero cells (AID 588727) | Vero cells, VEEV TC-83 cytopathic effect inhibition; higher % means a stronger effect | one-dose inhibition, % at 20 µM; IC50 in µM for titrated hits | hit rate 0.13% among 350,000; in the data active means a potency from the dose series; inconclusive means inhibition mostly from about 14% at the one dose, without a potency; inactive means the rest, 99 in 100 with inhibition below about 12%; further: strong numbers were not always called active
H37Rv inhibition – M. tuberculosis growth inhibition, HTS (AID 449762); M. tuberculosis H37Rv growth inhibition, 7H9 media; higher % means a stronger effect; inhibition, % at 25 µM, or IC50 in µM where a hit was titrated; hit rate 0.59% among 330,000; in the data active means a potency from the dose series; inconclusive means inhibition above about 70% without an active follow-up result;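 further: bacterial growth assessed after seven days of incubation; strong numbers were not always called active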
inhibitors of VEEV 10K pilot screen – second read-out of inhibitors of VEEV, no call of its own (marks repeat the call); inhibition, %; measured here: 10K pilot screen inhibition
Starred values were filed as active, the others as inactive; i = inactive; ? = inconclusive; · = no result given.

SMILES	tuberculosis growth	Salmonella PhoP GFP	influenza NS1A	inhibitors of VEEV	H37Rv inhibition	others
O=C(COc1ccccc1)N[C@@H]1c2ccccc2CC[C@@H]1OCc1ccccc1	·	·	-7%	0.8%	·
CCOC(=O)c1c(C)[nH]c(C(=O)CN2C(=O)NC(C)(C)C2=O)c1C	·	·	-9%	8.2%	·
CCOc1ccc(NC(=O)CC)cc1	9%	8%	·	·	51%
COc1ccc(C(=O)NCCn2ccc3ccccc32)cc1OC	3%	-5%	-16%	0.9%	-5%
COc1ccc2c(c1)sc(=N)n2CC(=O)Nc1cc(C)cc(C)c1	3%	14%	-3%	1.3%	68%	inhibitors of VEEV 10K pilot screen=0.8
CC(=O)Nc1cccc(OCC(=O)/C=C2\N(C)c3ccccc3C2(C)C)c1	43%	-3%	5%	7.9%	?
Cc1cc(=O)nc2c3ccccc3n(C(C)C(=O)NCCC(C)C)n12 (stereo unspecified)	7%	-22%	14%	4.0%	3%
Fc1ccc(NC(=S)N2CCCc3ccccc32)cc1	48%	-28%	-3%	1.6%	2%
CCn1c2ccccc2c2cc(NC(=O)N3CCOCC3)ccc21	12%	-3%	7%	6.4%	-2%
Cc1ccc2c(c1)N(Cc1ccncc1)C(=O)C(C)O2 (stereo unspecified)	-11%	4%	-11%	2.6%	0%
CCOC(=O)N1CCC(N2Cc3cccc(C(=O)NCc4ccccn4)c3C2=O)CC1	27%	8%	5%	4.5%	-4%
COc1ccc(Nc2nc(N)c([N+](=O)[O-])c(N3CCN(C)CC3)n2)cc1	4%	3%	4%	0.4%	1%
Cc1ccc(C(=O)/C=C\C(=O)c2ccc(C)cc2)cc1	?	-4%	4%	4.2%	?
COc1ccc(C(=O)N/N=C/c2ccc(OC(=O)c3cccs3)cc2)cc1	73%	2%	-3%	0.9%	-4%
CC(CCc1ccccc1)NC(=O)c1cc2sccc2n1C (stereo unspecified)	3%	7%	0%	i	5%
OCC[C@@H]1C[C@@H](O)[C@H](O)[C@@]2(OCCc3ccccc32)O1	·	0%	-2%	0.0%	-1%	inhibitors of VEEV 10K pilot screen=0.8
COc1ccc(-n2nnnc2-c2cccnc2)cc1	-2%	5%	-12%	i	-4%
Cc1ccccc1NC(=O)OCCN1CCN(Cc2ccccc2)CCC1=O	10%	-18%	-7%	0.1%	7%	inhibitors of VEEV 10K pilot screen=0.1
O=C(Nc1nc(-c2ccc(S(=O)(=O)N3CCCC3)cc2)cs1)c1cccs1	47%	-14%	5%	7.9%	42%
CCN(C(=O)COC(=O)c1ccccc1Cc1ccccc1)C1CCS(=O)(=O)C1 (stereo unspecified)	-16%	-3%	-7%	7.3%	-2%
COC(=O)C1C(O)=C(C=NCC(C)N=CC2=C(O)C(C(=O)OC)C(C)(C)CC2=O)C(=O)CC1(C)C (stereo unspecified)	-7%	-30%	-8%	0.6%	5%
O=[N+]([O-])c1cccc(OCCN2CCC(Cc3ccccc3)CC2)c1	?	-3%	4%	1.3%	5%
CCCN(CCC)C1CCc2cccc(O)c2C1 (stereo unspecified)	-8%	0%	4%	1.7%	3%
CCOc1cc(C(=O)OCC(=O)Nc2cccc(S(=O)(=O)NC3=NCCCCC3)c2)cc(OCC)c1OCC	32%	·	-7%	0.7%	6%
COC(=O)C1CCN(C(=O)COC(=O)CC(NC(N)=O)c2ccc(Cl)cc2)CC1 (stereo unspecified)	4%	1%	9%	1.3%	-2%

The list goes on.
SMILES	tuberculosis growth	Salmonella PhoP GFP	influenza NS1A	inhibitors of VEEV	H37Rv inhibition	others
CCC(=O)Oc1ccc(C(=O)Nc2cccc(C(=O)NC(C)(C)C)c2)cc1	73%	-9%	2%	0.7%	-3%
CN(C)c1nc2c(c(=O)[nH]c(=O)n2C)n1CCCc1ccccc1	1%	-5%	-3%	1.1%	-10%
O=C(NCc1nnnn1-c1ccc(F)c(F)c1)c1ccc2c(c1)OCO2	-15%	10%	-5%	0.7%	7%
N#Cc1c(N)nc2c3c(sc(=N)c2c1N)NC(=O)CC3c1c(F)cccc1Cl (stereo unspecified)	-17%	-7%	6%	5.7%	-9%
CNC(=O)NNC(=O)c1nc(-c2ccccc2)c(C)o1	-10%	5%	·	0.3%	-6%
CS(=O)(=O)c1ccc(S(=O)(=O)N2CCC(CO)(CCCc3ccccc3)CC2)cc1	14%	-2%	-5%	1.3%	-1%
COc1ccc2nc(NC(=O)C3COc4ccccc4O3)sc2c1 (stereo unspecified)	·	3%	3%	11%	47%
C[C@H](CO)N1C[C@H](C)[C@@H](CN(C)S(=O)(=O)c2cn(C)cn2)Oc2ccc(NC(=O)Cc3ccccc3)cc2C1=O	-2%	·	-15%	0.9%	5%
COCCc1nn2c(=O)cc(COC(=O)c3cc(OC)c(OC)c(OC)c3)nc2s1	-5%	7%	-11%	1.4%	-4%
Cc1ccc(C2C(/C=C3/SC(=S)NC3=O)=C(c3cccs3)Oc3ccccc32)cc1 (stereo unspecified)	-13%	1%	?	11%	-7%
O=C(NCC(=O)N1CCN(Cc2ccccc2)CC1)c1ccc(Br)cc1	-1%	-2%	-7%	0.6%	2%
COc1ccc(CCC(C(O)C(F)(F)F)S(=O)c2ccccc2)cc1 (stereo unspecified)	27%	0%	-3%	i	-7%
CC1(C)CC(NC(=O)c2ccccn2)CC(C)(C)N1O	-9%	2%	4%	0.0%	-6%
Cc1cc(C)c(C)c(OCCCOc2cccc3cccnc23)c1	46%	-5%	-2%	0.8%	?
CC(C)(C)N1CCC1CN (stereo unspecified)	·	·	-11%	1.1%	·
COc1ccccc1CC(=O)Nc1ccc2c(c1)C(=O)NC2=O	12%	8%	2%	0.8%	-1%
CCN(CC)CCCNC(=O)c1[nH]c(C)c(C(=O)NC2CCCCC2)c1C	-12%	-7%	8%	1.6%	·
COc1ccccc1C(=O)NC(=O)COC(=O)CN1C(=O)NC2(CCCCC2C)C1=O (stereo unspecified)	-10%	2%	-8%	1.6%	-7%
COc1ccc(-n2c(C)cc(/C=C3\C(=O)NN(c4ccccc4)C3=O)c2C)cc1	21%	-2%	24%	2.5%	16%
CCOC(=O)c1c(C2COc3ccccc3O2)csc1NC(=O)c1ccccc1 (stereo unspecified)	-1%	-1%	-2%	i	?
Cc1cc(C)n(CCCNC(=O)c2ccc(C)c(S(=O)(=O)N3CCOCC3)c2)n1	-8%	6%	0%	1.3%	-5%
O=C(CSc1nnc(-c2cccc(F)c2)o1)N1CCOCC1	?	-6%	-8%	0.1%	9%
Cn1c(=O)[nH]c(=O)c2c1nc(N1CCCCCC1)n2CCSc1nc2ccccc2o1	0%	-1%	5%	i	-8%	inhibitors of VEEV 10K pilot screen=0.7
O=C(COC(=O)/C=C/c1ccccc1Cl)NCc1ccco1	33%	19%	-2%	1.1%	-1%
CC(=O)OC/C=C(\C)CCC=C(C)C	-4%	10%	0%	0.4%	-19%

Following part:
SMILES	tuberculosis growth	Salmonella PhoP GFP	influenza NS1A	inhibitors of VEEV	H37Rv inhibition	others
COC(=O)c1ccc(Cn2nc(C)c([N+](=O)[O-])c2C)o1	4%	-3%	-6%	3.2%	12%
O=C(c1cccc(Cl)c1)N1CCC2CC1c1cc(-c3ccc(F)cc3)ccc12 (stereo unspecified)	·	·	1%	i	·
CN1/C(=N\O)c2cccc3cccc1c23	42%	-21%	-1%	2.4%	92%
O=C(NCc1ccccc1)c1onc(CSc2ccc(Cl)cc2)c1C(=O)NCc1ccccc1	7%	1%	1%	2.2%	-9%
COc1ccc(-c2nnc(Nc3nc4c(OC)cccc4s3)o2)c(OC)c1	61%	7%	2%	0.4%	-1%
COc1ccc(CN2C(=O)CS/C2=N/N=C/c2cccs2)cc1	-1%	-9%	-16%	2.1%	2%
COc1ccc(NC(=O)c2ccco2)cc1NC(=O)COc1ccccc1	54%	-2%	3%	7.3%	12%
Cc1c(NS(=O)(=O)c2ccccc2F)c(=O)n(-c2ccccc2)n1C	8%	-14%	-15%	i	7%
C/C(=N\N=C(/N)SC1CC(=O)N(c2ccc(Cl)cc2)C1=O)c1cccs1 (stereo unspecified)	17%	4%	1%	2.3%	33µM*
OCCN1CCN(C(=S)Nc2ccc(Oc3ccccc3)cc2)CC1	48%	-1%	-6%	1.3%	0%
COc1ccc(CCNS(=O)(=O)c2ccc(C3CNC(=O)C3)cc2)cc1OC (stereo unspecified)	-9%	-3%	-5%	i	3%
Cc1ccc(N2CC(C(=O)NCc3cccnc3)CC2=O)cc1 (stereo unspecified)	4%	-6%	-9%	1.6%	0%
COc1ccc(C2CC(c3ccc(OC)c(OC)c3)=NN2C(=O)c2ccccc2)cc1 (stereo unspecified)	8%	-2%	-2%	0.1%	-3%
O=C1/C(=C/c2cccc(F)c2)Oc2cc(O)ccc21	72%	-10%	-20%	2.2%	47%
COc1ccc2[nH]c(C)c(CCNCc3cc(OC)c4c(c3)OCO4)c2c1	47%	·	18%	0.6%	1%
CC1(CCc2ccccc2)NC(=O)N(CC(=O)Nc2ccccc2C#N)C1=O (stereo unspecified)	-8%	·	-15%	i	-6%
CCOC(=O)NC(=O)c1cn(Nc2ncc(Cl)cc2C(F)(F)F)c(=O)[nH]c1=O	-15%	1%	6%	0.6%	0%
Cc1c(C(=O)NCc2ccc3c(c2)OCO3)oc2ccc(S(=O)(=O)N3CCCC3)cc12	19%	-5%	1%	5.2%	-6%	inhibitors of VEEV 10K pilot screen=5.2
Cc1nc2c(c(C)nn2-c2ccccc2)c(C)c1Cl	·	-11%	2%	1.2%	-7%
Cc1noc(C)c1CSc1ccccc1C(=O)N(C)CC(=O)Nc1cccc(F)c1	37%	-1%	-3%	8.6%	-4%
O=C(Nc1ccc([N+](=O)[O-])cc1)c1cc(Cl)sc1Cl	38%	1%	5%	3.5%	1%
COC(=O)c1ccc(OCC(O)CN(CCO)CCO)cc1 (stereo unspecified)	5%	2%	-9%	i	5%
CC(C)C/C=C1\CCc2c([nH]c3ccccc23)C1=O	53%	5%	4%	0.1%	12%
CCCCOc1ccccc1NC(=O)c1ccc(=O)[nH]c1	-5%	-3%	9%	8.3%	1%
FC(F)(F)c1cccc(-c2ccn3ncnc3n2)c1	3%	4%	-4%	0.3%	3%
CCO[C@H]1OC(C(=O)N2CCN(Cc3ccc4c(c3)OCO4)CC2)=C[C@@H](C(C)(C)C)[C@@H]1CCCO	3%	0%	4%	i	3%
O=C(/C=C/c1ccccc1)N1CCN(S(=O)(=O)c2ccc(F)cc2)CC1	18%	-3%	-2%	2.5%	7%

15 compounds from above, arranged by molecular weight, descending:
SMILES	tuberculosis growth	Salmonella PhoP GFP	influenza NS1A	inhibitors of VEEV	H37Rv inhibition	others
O=C(NCc1ccccc1)c1onc(CSc2ccc(Cl)cc2)c1C(=O)NCc1ccccc1	7%	1%	1%	2.2%	-9%
CCO[C@H]1OC(C(=O)N2CCN(Cc3ccc4c(c3)OCO4)CC2)=C[C@@H](C(C)(C)C)[C@@H]1CCCO	3%	0%	4%	i	3%
Cc1noc(C)c1CSc1ccccc1C(=O)N(C)CC(=O)Nc1cccc(F)c1	37%	-1%	-3%	8.6%	-4%
COc1ccc(C2CC(c3ccc(OC)c(OC)c3)=NN2C(=O)c2ccccc2)cc1 (stereo unspecified)	8%	-2%	-2%	0.1%	-3%
C/C(=N\N=C(/N)SC1CC(=O)N(c2ccc(Cl)cc2)C1=O)c1cccs1 (stereo unspecified)	17%	4%	1%	2.3%	33µM*
COc1ccc(CCNS(=O)(=O)c2ccc(C3CNC(=O)C3)cc2)cc1OC (stereo unspecified)	-9%	-3%	-5%	i	3%
COc1ccc(-c2nnc(Nc3nc4c(OC)cccc4s3)o2)c(OC)c1	61%	7%	2%	0.4%	-1%
O=C(/C=C/c1ccccc1)N1CCN(S(=O)(=O)c2ccc(F)cc2)CC1	18%	-3%	-2%	2.5%	7%
Cc1c(NS(=O)(=O)c2ccccc2F)c(=O)n(-c2ccccc2)n1C	8%	-14%	-15%	i	7%
COc1ccc(CN2C(=O)CS/C2=N/N=C/c2cccs2)cc1	-1%	-9%	-16%	2.1%	2%
Cc1ccc(N2CC(C(=O)NCc3cccnc3)CC2=O)cc1 (stereo unspecified)	4%	-6%	-9%	1.6%	0%
CCCCOc1ccccc1NC(=O)c1ccc(=O)[nH]c1	-5%	-3%	9%	8.3%	1%
COC(=O)c1ccc(Cn2nc(C)c([N+](=O)[O-])c2C)o1	4%	-3%	-6%	3.2%	12%
FC(F)(F)c1cccc(-c2ccn3ncnc3n2)c1	3%	4%	-4%	0.3%	3%
CC(C)C/C=C1\CCc2c([nH]c3ccccc23)C1=O	53%	5%	4%	0.1%	12%

Source: PubChem BioAssay (Southern Research Specialized Biocontainment Screening Center)

Outcome played no part in choosing rows, and some 1.5% of all compounds hit somewhere here.
